# GPR151 activ: activators of human GPR151 | Q8TDV0 | AID 1508602 | activation, % at 11.2 µM | PathHunter beta-arrestin GPR151 cells, luminescence | 650,000 tested, 1% active; in the data active = activation above about 4.9%;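 note: 0% = median of compound wells and 100% = cells with positive control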
# Target sequence (Q8TDV0 whole entry, looked up): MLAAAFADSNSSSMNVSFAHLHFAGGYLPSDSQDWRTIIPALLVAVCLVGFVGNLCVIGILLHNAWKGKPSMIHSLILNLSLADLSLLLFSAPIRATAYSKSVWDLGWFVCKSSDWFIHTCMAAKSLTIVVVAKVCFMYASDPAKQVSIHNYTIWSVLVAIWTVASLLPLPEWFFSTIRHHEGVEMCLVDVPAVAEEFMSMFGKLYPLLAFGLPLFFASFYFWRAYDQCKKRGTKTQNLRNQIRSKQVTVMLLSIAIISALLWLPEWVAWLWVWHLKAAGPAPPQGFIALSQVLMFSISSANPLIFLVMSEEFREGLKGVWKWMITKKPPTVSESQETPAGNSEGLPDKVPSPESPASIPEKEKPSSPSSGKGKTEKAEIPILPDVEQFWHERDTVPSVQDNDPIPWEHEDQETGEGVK
# TEAD-YAP block: TEAD-YAP interaction inhibition; HEK-TIYL cells, TEAD-Gal4/YAP UAS-luciferase luminescence; inhibition, % at 9.12 µM; 640,000 tested, 1.4% active; AID 1259422; in the data active = inhibition above about 32%;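 note: 0% = median of test compound wells and 100% = reference inhibitor wells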
# MITF inh: inhibitors of human MITF; 650,000 tested, 0.91% active; inhibition, % at 2.6 µM; O75030; AlphaScreen MITF homodimerization, bead proximity signal; in the data active = inhibition above about 50%;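 note: 0% = vehicle wells with protein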
# FBW7 act: activators of human E3 ligase FBW7 | normalized activity (activation), % at 26.1 µM | 650,000 tested, 0.13% active | AlphaScreen FBW7–phospho-cyclin E peptide binding, activator screen | Q969H0; in the data active = normalized activity above about 1.9%;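 note: purified mutant Fbw7 with reduced substrate affinity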
# Target sequence (Q969H0 whole entry, looked up): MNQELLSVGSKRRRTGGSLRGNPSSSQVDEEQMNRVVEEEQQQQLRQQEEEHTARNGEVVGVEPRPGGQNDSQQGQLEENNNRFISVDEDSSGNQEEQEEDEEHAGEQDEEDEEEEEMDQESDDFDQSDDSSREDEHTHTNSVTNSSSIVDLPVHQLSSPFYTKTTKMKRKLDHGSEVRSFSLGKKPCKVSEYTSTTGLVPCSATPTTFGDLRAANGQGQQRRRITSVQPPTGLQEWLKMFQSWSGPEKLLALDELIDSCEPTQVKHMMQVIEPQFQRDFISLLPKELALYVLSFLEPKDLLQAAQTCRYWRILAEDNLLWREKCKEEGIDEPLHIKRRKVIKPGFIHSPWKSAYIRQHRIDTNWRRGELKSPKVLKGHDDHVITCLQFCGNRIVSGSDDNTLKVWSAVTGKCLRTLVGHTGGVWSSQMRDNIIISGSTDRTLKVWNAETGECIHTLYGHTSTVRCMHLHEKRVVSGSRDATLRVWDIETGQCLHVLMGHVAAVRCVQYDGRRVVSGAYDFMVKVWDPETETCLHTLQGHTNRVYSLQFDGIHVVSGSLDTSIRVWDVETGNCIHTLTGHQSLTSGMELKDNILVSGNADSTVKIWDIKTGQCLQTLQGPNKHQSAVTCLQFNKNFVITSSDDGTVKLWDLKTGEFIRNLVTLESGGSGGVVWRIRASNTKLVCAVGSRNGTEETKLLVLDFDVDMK
# * = called active by the depositor.
SMILES	GPR151 activ	TEAD-YAP block	MITF inh	FBW7 act
CCOC(=O)CN1CC23C=CC(O2)C(C(=O)Nc2ccc(C(C)C)cc2)C3C1=O (configuration not stated)	-0.5	-0.5	-5.9	0.0
C/C(=N\O)C1(C)N(O)C(C)(C)C(c2ccco2)=[N+]1[O-] (configuration not stated)	1.2	-4.7	-16.8	0.3
O=C1COc2cc(-c3c(N4CCCCC4)c(=O)c3=O)ccc2N1	1.2	2.9	7.3	0.0
FC(F)(F)c1ccc2c(c1)NCC1CCCCN21 (configuration not stated)	0.2	-5.5	-1.8	0.0
Cc1ccc(C)c(NC(=O)CSc2nc(N)cc(=O)[nH]2)c1	-0.5	8.2	4.0	0.0
Cc1cc2ncn(S(=O)(=O)c3ccc([N+](=O)[O-])cc3)c2cc1C	-1.6	6.2	16.4	0.0
O=C(CN1C(=O)c2ccccc2C1=O)Nc1ccc(C(=O)Nc2cccc(O)c2)cc1	0.4	12.6	9.3	0.0
COc1ccc(/C(C)=N/NC(=O)c2nc3nc(C)cc(C)n3n2)c(OC)c1	0.6	-1.6	-2.9	-0.1
CCOC(=O)N1CCN(S(=O)(=O)c2ccc(C(=O)Nc3ccc(-c4nc5ccc(C)cc5s4)cc3)cc2)CC1	-0.1	-3.7	53.3*	0.2
COc1ccc(-n2nc3c(c2NC(=O)c2ccc4ccccc4c2)CS(=O)(=O)C3)cc1	3.6	2.1	-5.0	-0.1

# (next part)
SMILES	GPR151 activ	TEAD-YAP block	MITF inh	FBW7 act
Cc1ccc(CN(Cc2cc3ccc(C)cc3n3nnnc23)C(=O)C2CC2)cc1	-0.9	-2.5	-4.9	0.0
O=C(NCCCN1CCCC1=O)c1cccc(N2CCN(c3ccccn3)CC2)n1	2.7	13.8	1.9	0.0
Cc1cc(C(=O)NCC2CCCN(Cc3cc4c(cc3Cl)OCO4)C2)no1 (configuration not stated)	0.6	1.8	-19.0	0.1
COc1ccc2nc(-c3ccc(NC(=O)c4cccc(F)c4)cc3)cn2n1	-0.9	-2.8	-2.5	0.1
Cc1oc(-c2ccc(OC(C)C)cc2)nc1Cn1c(=O)n(C(C)C)c(=O)c2ccccc21	0.9	-14.2	15.7	0.3
Cc1cc(NC2CCCCC2)nc2ccc(N)cc12	0.9	-5.6	1.9	0.3
Cc1ccc(OCCn2c(C(C)O)nc3ccccc32)cc1 (configuration not stated)	0.0	-4.5	5.5	0.0
Nc1nnc(SCC(=O)Nc2ccccc2N2CCOCC2)s1	-0.7	3.0	20.4	-0.1
COc1ccc(OCC2c3cc(OC)c(OC)cc3CCN2C(=O)c2ccccc2Cl)cc1 (configuration not stated)	1.7	-15.9	12.6	-0.1
Cc1ccccc1Nc1nc(Cl)nc(N2CCOCC2)n1	3.3	9.2	4.9	0.0

# Later entries.
SMILES	GPR151 activ	TEAD-YAP block	MITF inh	FBW7 act
CCOc1cc(C=O)ccc1OCc1cccs1	-0.1	-4.5	1.2	0.0
CCOC(=O)N1CCC(Nc2nc3ccc(Cl)cc3n3cnnc23)CC1	-0.1	-4.3	-0.8	-0.2
Cc1occc1C(=O)NNC(=O)CN(C)S(=O)(=O)c1ccc2ccccc2c1	-1.6	10.2	19.0	1.7
COc1cccc(C2=NC(C)(C)NC(c3ccccc3O)C2)c1 (configuration not stated)	0.4	-23.8	-4.3	0.0
N#Cc1ccc(-c2nc3cnccn3c2NCc2ccccc2)cc1	-0.1	7.0	9.9	0.1
CCCCOc1cccc(C2C3=C(CC(C)(C)CC3=O)Nc3ccccc3N2C(C)=O)c1 (configuration not stated)	0.6	1.7	12.9	-0.3
O=C(CSc1nncn1-n1cccc1)Nc1cccc(Br)c1	0.2	-0.3	12.4	0.0
Cc1ccccc1C(=O)Nc1c(C(=O)Nc2ccc(F)cc2)cnn1-c1ccccc1	-0.9	-8.9	-0.7	0.1
CC12CC3CC(C1)CC(NC(=O)c1ccc4ccccc4n1)(C3)C2	1.7	-2.3	-10.1	-0.1
COc1ccc(COCC(O)CN2CCC(C(N)=O)CC2)cc1OC (configuration not stated)	1.2	-6.5	13.7	0.1

# Continuation:
SMILES	GPR151 activ	TEAD-YAP block	MITF inh	FBW7 act
COc1ccc(OC)c(NC(=O)CS(=O)(=O)c2ccc3ccccc3c2)c1	0.9	-2.0	-1.6	-0.2
COCCNC(=O)CCC(=O)N1CCc2cc(S(C)(=O)=O)ccc21	0.1	5.0	8.0	0.0
COc1ccccc1N1CCN(C(=O)c2ccc(N3CC4CC(C3)c3cccc(=O)n3C4)c(NC(=O)c3ccccc3Cl)c2)CC1 (configuration not stated)	-1.0	-9.4	3.1	-0.1
CCc1ccc(OCCCC(=O)Nc2nnc(COC)s2)cc1	0.3	2.1	11.8	0.1
Nc1ccc(Cl)c(S(=O)(=O)Nc2ccc(Cl)cc2)c1	1.2	7.6	4.3	-0.1
Cc1ccccc1C(=O)Nc1sc2c(c1C(N)=O)CCCCC2	1.1	-38.0	5.1	-0.4
CCOc1ccc(NC(=O)C2CCN(c3nn4c(=O)cc(C)nc4s3)CC2)cc1	-0.8	-2.6	-13.1	0.0
CC1=C(c2ccccc2)[N+](=O)C(C)(c2ccc(Cl)cc2)N1[O-] (configuration not stated)	-1.4	4.8	15.3	-0.1
O=C(NCc1nnc(SCC(=O)N2N=C(c3cccs3)CC2c2ccc(F)cc2)n1CCc1ccccc1)c1cccs1 (configuration not stated)	-1.2	-4.5	-4.3	-0.3
COc1ccc(/C=C/C(=O)Nc2ccc(S(=O)(=O)N(C)Cc3ccccc3)cc2)cc1	4.1	43.3*	-7.3	-0.2

# Going on with the list.
SMILES	GPR151 activ	TEAD-YAP block	MITF inh	FBW7 act
CC(=O)NC1=NC(=O)/C(=C\c2c(Cl)cccc2Cl)S1	2.0	5.1	-1.7	-0.1
C=CCOC(=O)C1=C(C)NC(=O)NC1c1cccc(OC)c1OC (configuration not stated)	-1.2	-6.7	5.5	0.0
CCOc1ccc(NC(=O)c2cn(-c3ccc(OCC)cc3)c(=O)c3cc(OC)c(OC)cc23)cc1	-0.2	12.1	1.2	-0.1
COCCNC(=O)c1cc(Sc2ccc(Cl)cc2)nc2ccccc12	2.2	7.5	9.3	0.1
COc1cc(Nc2ccnc(Nc3nccc4ccccc34)n2)cc(OC)c1OC	1.2	3.0	12.2	-0.1
CCOc1cc(C=O)ccc1OC(C)C(=O)N(C)C (configuration not stated)	-2.0	1.2	3.1	0.4
CC(C)c1ccc(S(=O)(=O)N2CCN(Cc3c(F)cccc3F)CC2)cc1	0.2	-4.3	-3.6	-0.2
COc1ccc(C(=O)Oc2coc(CSc3nccn3C)cc2=O)cc1	0.6	6.7	2.6	-0.5
COc1ccccc1-n1c(SCC(=O)N2CCCc3ccccc32)nc2c(c1=O)SCC2	-0.1	4.5	10.1	-0.1
CN(Cc1nc2ccc(Cl)cc2[nH]1)Cc1nc(-c2ccccn2)no1	-1.2	-6.7	8.5	-0.1

# (list continues)
SMILES	GPR151 activ	TEAD-YAP block	MITF inh	FBW7 act
CC1=C(C(=O)Nc2cc(C)ccn2)C(c2cccc(Oc3ccccc3)c2)C2=C(CCCC2=O)N1 (configuration not stated)	-0.5	-4.7	-9.5	0.1
O=C(Cc1ccccc1Br)Nc1cnn(-c2cccc(C(=O)Nc3ccc(N4CCOCC4)cc3)c2)c1	0.7	-32.8	-9.8	-0.4
O=C(c1ccc(N2CCC(NCc3ccon3)CC2)cc1)N1CCc2ccccc2C1	-0.6	4.6	17.8	0.0
COc1ccc(C(=O)Nc2sc3c(c2-c2nc4ccccc4s2)CCCC3)cc1OC	-0.8	6.1	0.3	-0.1
O=C(NCc1nc(-c2ccccc2)no1)c1cccc(Br)c1	2.1	6.7	8.5	0.2
CC(C)(C)C(=O)N1CCC(C(=O)NC(c2ccc(F)cc2)c2ccccn2)CC1 (configuration not stated)	0.4	3.4	8.6	-0.1
COc1cc(CN2CCCCC2)cc(I)c1O	-0.3	6.8	7.8	0.1
O=C(Nc1ccc(Cl)cc1)c1cc2n(n1)C(C(F)(F)F)CC(c1ccc(Cl)cc1)N2 (configuration not stated)	-1.7	-1.0	17.2	0.0
Cc1ccc2c(c1)-c1c(cnn1CC(=O)NCCN1CCN(c3ccccc3F)CC1)CO2	4.8	-4.5	-2.7	-0.3
O=C(Nc1ccccc1Cl)Nc1ccnn1C1CCN(Cc2nccs2)CC1	2.9	5.1	-0.1	0.1

# Quoted from above for reference:
SMILES	GPR151 activ	TEAD-YAP block	MITF inh	FBW7 act
CC1=C(C(=O)Nc2cc(C)ccn2)C(c2cccc(Oc3ccccc3)c2)C2=C(CCCC2=O)N1 (configuration not stated)	-0.5	-4.7	-9.5	0.1
O=C(Cc1ccccc1Br)Nc1cnn(-c2cccc(C(=O)Nc3ccc(N4CCOCC4)cc3)c2)c1	0.7	-32.8	-9.8	-0.4
O=C(c1ccc(N2CCC(NCc3ccon3)CC2)cc1)N1CCc2ccccc2C1	-0.6	4.6	17.8	0.0

# Continuation:
SMILES	GPR151 activ	TEAD-YAP block	MITF inh	FBW7 act
CC(=O)Nc1nc2ccc(Cl)cc2s1	-1.7	-40.3	4.7	-0.1
COc1ccc(-n2c(C)nc3cc(C(=O)NCCc4ccccc4)ccc32)cc1	2.3	-12.8	-2.7	-0.2
CC(C)[C@H]1NC(=O)[C@H]2CN(Cc3cccc4cccnc34)CCN2C1=O	-0.7	-0.9	-7.5	0.1
N/C(=N\OC(=O)Nc1ccc2ccccc2c1)c1ccccc1	1.8	-4.7	13.9	-0.2
COc1ccc2nc3sc(C(=O)NCc4ccc5c(c4)OCO5)c(N)c3cc2c1	-0.4	-12.0	3.7	-0.1
Cc1cc(C)n2nc3nc(N4CCCCCC4)nc(-c4ccccc4)c3c2n1	2.8	0.5	18.4	0.2
Cc1cccc(Oc2coc3cc(OCc4ccccc4Cl)ccc3c2=O)c1	1.8	-6.4	1.6	0.0
Cc1cc(C(=O)OCC(=O)N2CC(=O)Nc3ccccc32)no1	-0.1	-2.6	3.8	0.1
c1csc(CN2CCc3nnc(C4CCCO4)n3CC2)c1 (configuration not stated)	2.0	-1.3	-5.1	-0.1
COC(=O)c1ccc(-n2nnnc2SCC(=O)NC(C)(C)C)cc1	0.2	-0.6	-4.2	0.0

# Remaining list, next part:
SMILES	GPR151 activ	TEAD-YAP block	MITF inh	FBW7 act
O=C(CNC1CCCCCC1)Nc1ccc(C(=O)N2CCCCC2)cc1	-1.0	10.6	44.1	0.0
OCCNc1cc(-c2ccccc2)ncn1	-0.4	-2.8	4.5	0.2
Cc1cc(NCCO)nc(Nc2nc3ccccc3n2C)n1	1.7	-5.3	-3.5	-0.1
COC(=O)c1ccc(NC(=O)C(C)C)cc1	-0.8	1.2	-1.2	-0.1
Nc1nnc(CC(=O)N/N=C/c2ccccc2C(F)(F)F)s1	-0.5	15.0	5.4	0.0
Cn1c(=O)[nH]c(=O)c2c1nc(N/N=C/c1ccc(Cl)cc1)n2CC(O)CO (configuration not stated)	0.1	-8.7	0.8	-0.2
Cc1ccccc1-c1nc(CN2CCC(C(=O)NCCCN3CCOCC3)CC2)c(C)o1	-0.5	5.0	16.1	0.5
COc1ccccc1N1CCN(C(=O)c2cc(C3CC3)on2)CC1	-0.7	6.5	-11.9	0.0
CO[C@H]1[C@H](NC(=O)c2ccco2)c2ccccc2C12CCN(Cc1cccc(F)c1)CC2	-0.3	16.4	15.7	0.2
COc1ccc(Nc2nc(NCCO)c3ccccc3n2)c(OC)c1	-1.6	10.6	12.7	1.5

# Following part
SMILES	GPR151 activ	TEAD-YAP block	MITF inh	FBW7 act
NC(=O)Cn1cc(/C=C2/C(=O)N(c3ccccc3)c3ccccc32)c2ccccc21	0.1	5.2	0.7	-0.1
CCOC(=O)c1ccc(N=C2SC(C(=O)Nc3ccccc3)CC(=O)N2C)cc1 (configuration not stated)	-0.2	-6.9	10.1	0.2
COc1cc(C2N(c3ccc(Cl)cc3)C(=O)C3CCCN32)cc(OC)c1OC (configuration not stated)	0.1	-4.8	18.3	0.6
CN1CCN(c2ccc3nnc(CCC(=O)Nc4ccccc4F)n3n2)CC1	0.8	1.4	1.4	0.0
COc1cc2nc(Nc3ccnn3C)nc(NCCN3CCOCC3)c2cc1OC	1.3	9.9	10.1	0.8
COc1ccc(-c2nnc(SCC(=O)NCCc3ccccc3)nc2-c2ccc(OC)c(OC)c2)cc1OC	0.1	7.1	6.9	-0.2
CCOC(=O)/C(=C(/F)SCC(C)=O)C(F)(F)F	0.8	4.4	19.1	0.1
CC(=O)c1ccc(N2CCN(C(=S)Nc3ccccc3)CC2)cc1	1.2	8.7	-7.7	-0.6
CCC12CN3CC(CC)(CN(C1)C3c1ccc(OC(C)C)cc1)C2=O (configuration not stated)	-0.3	1.9	4.2	0.2
CC(=O)NCCCNc1nc2c(C)cc(C)cc2cc1C#N	-0.1	-2.5	6.8	1.2

# New compounds follow:
SMILES	GPR151 activ	TEAD-YAP block	MITF inh	FBW7 act
O=c1oc2ccccc2n1CCOc1ccc(Cl)cc1	-1.5	-52.2	-0.6	0.0
CCCCN(CC)S(=O)(=O)c1ccc(C(=O)Nc2nc3ccc4nc(C)sc4c3s2)cc1	2.2	4.7	-2.5	-0.3
O=C1CC(C(=O)O)c2ccccc2N1 (configuration not stated)	-0.1	-2.5	10.4	0.3
Cc1ccc(C2CC(c3ccc(C)cc3)n3nc(N)nc3N2)cc1 (configuration not stated)	0.1	4.8	8.8	0.0
Brc1cccc(OCCCCN2CCNCC2)c1	-0.1	0.2	48.3	-0.2
CCc1ccc(OCC2c3cc(OC)c(OC)cc3CCN2C(=O)C(C)(C)C)cc1 (configuration not stated)	-1.1	-9.3	5.6	0.7
COc1ccc(C(=O)NCC(O)CN2CCOCC2)cc1[N+](=O)[O-] (configuration not stated)	-1.0	-5.8	-2.0	-0.1
CCOC(=O)c1ccccc1NC(=O)c1sc(NC(=O)c2ccccc2OC)c(C(=O)OCC)c1C	-0.2	6.2	-3.1	-0.1
COc1ccc(C(=O)Nc2cccc(NC(=O)c3ccc(OC)c(OC)c3)n2)cc1OC	1.8	26.8	-0.3	0.0

# Assay outcomes as filed in PubChem.
